EPAC1 ag: agonists of human EPAC1; O95398; EPAC1 agonist qHTS, biochemical assay; response scale: 100% = response to 6.5 mM cAMP; Potency, µM (series often up to 154 µM), for the others: at the highest dose activation, most hits filed as activators; hit rate 0.073% among 360,000; AID 720707; also: potency is read from the fitted curve at half-maximal effect; nearly all actives have a fitted effect of over 60% in size
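Normalized to 6.5 mM cAMP, activity reflects EPAC1-catalysed release of BODIPY-GDP from Rap1B, followed kinetically over 30 min at 480 nm excitation, 540 nm emission. Reaction contained 100 nM EPAC1, 250 nM Rap1B-BODIPY-GDP, 50 uM GDP.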
PLK1 PBD inh: PLK1 (human) polo-box domain binding inhibition. Potency, µM, without a hit: max response, negative = inhibition, most hits filed as inhibitors. Plk1 PBD binding of FITC phosphopeptide, fluorescence polarization. hit rate 2.8% among 360,000. P53350; also: potency is read from the fitted curve at half-maximal effect; series mostly up to about 57 µM; % is scaled to controls: 0 for no effect and ±100 for the full control effect; nearly all actives have a fitted effect of over 65% in size
Target sequence (P53350 whole entry, looked up, the tested form may be a part): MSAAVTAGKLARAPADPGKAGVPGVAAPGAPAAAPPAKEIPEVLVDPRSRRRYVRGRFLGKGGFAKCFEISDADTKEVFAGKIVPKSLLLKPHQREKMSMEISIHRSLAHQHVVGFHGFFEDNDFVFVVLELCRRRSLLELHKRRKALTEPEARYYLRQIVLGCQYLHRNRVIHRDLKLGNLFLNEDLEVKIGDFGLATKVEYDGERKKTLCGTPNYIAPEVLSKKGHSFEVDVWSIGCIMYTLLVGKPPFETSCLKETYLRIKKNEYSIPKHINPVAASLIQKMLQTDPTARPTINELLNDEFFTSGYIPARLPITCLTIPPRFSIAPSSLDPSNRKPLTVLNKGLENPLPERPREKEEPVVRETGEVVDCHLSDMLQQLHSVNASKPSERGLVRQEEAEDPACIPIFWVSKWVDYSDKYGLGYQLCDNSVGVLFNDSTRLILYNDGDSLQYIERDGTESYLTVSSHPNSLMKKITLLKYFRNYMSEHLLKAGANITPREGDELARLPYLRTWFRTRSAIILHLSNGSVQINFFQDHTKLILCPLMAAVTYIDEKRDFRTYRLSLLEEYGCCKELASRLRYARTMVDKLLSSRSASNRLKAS
WRN inhibitor: blocks human WRN helicase. Q14191. WRN helicase unwinding, fluorescent forked duplex, kinetic. Potency, µM (highest dose often 114 µM), for inactives: at the top dose activity change, negative = inhibition, usual class: inhibitors. hit rate 0.46% among 360,000; also: potency is read from the fitted curve at half-maximal effect; % is scaled to controls: 0 for no effect and ±100 for the full control effect; nearly all actives have a fitted effect of over 55% in size
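Enzyme (20 nM final) and test compound sit together 15 min at room temperature before substrate addition. Substrate is a single-forked duplex oligonucleotide (100 nM) labelled with fluorophore and quencher, with 2 mM ATP; helicase unwinding raises red fluorescence, read kinetically.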
EPAC1 antagonist: EPAC1 (human) antagonism | EPAC1 GEF assay, Rap1b-BODIPY-GDP exchange fluorescence | Potency, µM (highest dose often 115 µM), inactives show at the top dose activity change, negative = inhibition, actives largely listed as inhibitors | hit rate 0.14% among 360,000;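 also: potency is read from the fitted curve at half-maximal effect; plate controls were vehicle for no effect and positive control for full effect; nearly all actives have a fitted effect of over 50% in size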
PI5P4Ka inh: inhibitors of human PI5P4K alpha. P48426. PI5P4Kalpha enzyme, ADP-Glo luminescence, 60 min; active compounds read low. max response, %. hit rate 1.2% among 330,000; active = max response of -50% or lower; inconclusive = between -30% and -50%; inactive = -30% or higher; also: value at the top dose of about 77 µM; % is scaled to controls: 0 for no effect and ±100 for the full control effect
Target sequence (P48426 whole entry, looked up): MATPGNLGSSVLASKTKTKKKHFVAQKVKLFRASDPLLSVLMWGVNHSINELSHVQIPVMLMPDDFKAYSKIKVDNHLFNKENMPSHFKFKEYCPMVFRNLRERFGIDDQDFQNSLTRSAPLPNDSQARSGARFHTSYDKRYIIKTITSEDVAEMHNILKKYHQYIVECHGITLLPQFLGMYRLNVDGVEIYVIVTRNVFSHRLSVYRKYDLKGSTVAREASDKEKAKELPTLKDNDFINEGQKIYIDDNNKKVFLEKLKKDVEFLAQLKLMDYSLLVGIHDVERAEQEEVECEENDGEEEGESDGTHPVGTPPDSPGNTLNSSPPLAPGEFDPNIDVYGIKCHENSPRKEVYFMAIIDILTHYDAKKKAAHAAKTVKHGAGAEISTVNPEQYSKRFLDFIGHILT
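Compounds were pin-transferred onto PI5P4Kalpha and substrate in HEPES pH 7.4 buffer with EGTA, CHAPS and 5% DMSO. ATP (5 microM final) started the reaction, which ran 60 minutes at room temperature before ADP-Glo detection.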
Abeta rescue: A-beta toxicity reversal in yeast | Potency, µM (doses to about 46.1 µM), for inactives: at the highest dose growth rescue, actives largely listed as activators | yeast expressing A-beta42, growth rescue, OD600, 48 h; response scale: 0% DMSO, 100% iron-clioquinol control | AID 1347071 | hit rate 0.063% among 410,000; also: potency is read from the fitted curve at half-maximal effect; nearly all actives have a fitted effect of over 55% in size
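Growth rescue measured by 600 nm absorbance after 48 h yeast culture at 30 C with compound. Values normalized between DMSO and an equimolar ferric chloride plus clioquinol control.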
IL2 activator: activators of IL-2. hit rate 0.065% among 360,000. activation, % (series mostly up to about 46 µM). IL-2 activation reporter assay, cell-based qHTS; stimulated with anti-CD3/CD4/CD28 beads; in transgenic mouse T cells; in the data active = activation above about 50%; inconclusive = mostly about 30% to 49%; also: 0% is about no effect
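Unstimulated transgenic mouse T cells, 750 per well, received compound and, after 60 minutes, anti-CD3/anti-CD4 bead plus anti-CD28 stimulation. EGFP and DsRed were quantified after 18 hours.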
FUS yeast rescue: rescues growth of FUS-expressing yeast | hit rate 0.24% among 390,000 | S. cerevisiae FUS-expressing, growth rescue, OD600, 24 h | Potency, µM (highest dose often 76.6 µM), without a hit: top-dose growth rescue (activation), hits mostly activators | AID 1347120;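 also: potency is read from the fitted curve at half-maximal effect; plate controls were DMSO vehicle for no effect and reference control for full effect; nearly all actives have a fitted effect of over 55% in size; some results filed as inactive show a strong effect at the top dose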
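FUS-expressing yeast, raffinose-pregrown, induced in 2% galactose minimal medium at OD 0.005; compounds in a dilution series, 24hr at 30C. Growth restoration read as absorbance at 600 nm. CP55940 positive control, DMSO negative.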
* hit, by the source's call; ? = inconclusive; nt = not tested or not shown; & = joins results of further samples; [ ] = another dose, or the depositor's remark. Unless noted, calls follow the shape of the dose curve; as a rule, active = well fitted curve in the direction sought with a large enough effect; inconclusive = small, poorly fitted or top-dose-only effect, or another doubt; inactive = no such curve, though single readings can be large; an effect the other way counts as inactive or inconclusive.

Every second line gives: EPAC1 ag	PLK1 PBD inh	WRN inhibitor	EPAC1 antagonist	PI5P4Ka inh	Abeta rescue	IL2 activator	FUS yeast rescue
- CCNC(=S)N(CCc1c(C)[nH]c2ccc(Cl)cc12)Cc1ccco1
→ -6%	-15%	-10%	-13%	6	?	-3.0	22%
- O=C(CSc1nnc(-c2cccnc2)n1-c1ccccc1)NCc1ccc2c(c1)OCO2
→ 11%	-12%	5%	-10%	-2	11%	-3.1	13%
- CCN(Cc1ccncc1)C(=O)c1cccc(S(=O)(=O)N2CCOCC2)c1
→ -3%	0%	11%	6%	19	-4%	-0.7	42%
- COc1ccc(Cl)cc1NC(=O)Nc1ccc(C(=O)N2CCCC2)cc1
→ -4%	-1%	-8%	-24%	0	-9%	-2.6	-7%
- O=C(COC(=O)COc1ccccc1)NC12CC3CC(CC(C3)C1)C2
→ -3%	-6%	19%	-3%	-10	-19%	0.5	-15%
- CCn1cc(S(=O)(=O)NC2CCCCC2)cn1
→ 4%	-11%	4%	-29%	1	-9%	-2.3	-10%
- Cc1ccc(-c2noc(CSc3nnnn3-c3ccccc3)n2)cc1
→ 27%	4%	-15%	7%	nt	-7%	-1.4	-5%
- Cc1ccccc1NC(=O)NC1(C(=O)N2CCC(C(N)=O)CC2)CCCCC1
→ 8%	-7%	-1%	4%	4	-8%	0.4	2%
- CC(=O)N1CCN(c2ccc(NC(=O)c3ccc(Cl)cc3)cc2)CC1
→ -15%	-14%	-15%	-3%	-3	2%	4.5	11%
- COCCNC(=O)C1CCCN(C(=O)c2ccc(C(F)(F)F)nc2C)CC1 (stereo unspecified)
→ -4%	-1%	4%	9%	1	-6%	0.0	-16%
- COc1cc2c(cc1OC)C(c1cc(OC)c(OC)c(OC)c1)C1(O)C(=O)OCC1(O)C2 (stereo unspecified)
→ 6%	3%	-1%	6%	-2	7%	-0.7	-6%
- Cc1csc(SCC(=O)NC2CCS(=O)(=O)C2)n1 (stereo unspecified)
→ 0%	-15%	2%	-26%	3	-9%	0.2	-12%
- O=C(Nc1cccnc1Cl)c1cc2c(s1)-c1ccccc1OC2
→ -1%	3%	-1%	17%	-3	0%	-1.1	2%
- CCC(=O)c1ccc(N2CCN(C(=O)COc3ccccc3F)CC2)c(F)c1
→ -2%	-2%	4%	-29%	2	-11%	-0.6	8%
- Cc1ccccc1-n1c(SCC(=O)c2c(N)n(C3CC3)c(=O)[nH]c2=O)nnc1N1CCOCC1
→ 11%	-8%	4%	0%	-1	-3%	1.6	1%
- CCOC(=O)c1c(S(=O)(=O)NC2CCN(C(=O)OCC)CC2)c(C)n(C)c1C
→ 6%	-9%	-6%	?	0	nt	1.0	18%
- S=C(NCc1ccc2c(c1)OCO2)NC1CC1
→ -11%	-3%	-5%	-19%	-6	1%	2.7	6%
- CCOC(=O)CNS(=O)(=O)CCN1C(=O)c2ccccc2C1=O
→ -3%	2%	-2%	16%	nt	25%	0.9	2%
- C=CCN1CCC(=O)C(C(=O)OCC)=C1C(=O)OCC
→ -20%	-10%	-1%	-10%	-7	-13%	-0.3	-11%
- COCCCn1cnc2c(c1=O)c1nc3ccccc3nc1n2-c1ccccc1
→ -12%	-2%	-5%	1%	-5	-6%	-0.1	-2%
- Cc1ccccc1N1CC(C(=O)Nc2nnc(SCc3ccccn3)s2)CC1=O (stereo unspecified)
→ 8%	-20%	-8%	-2%	?	18%	-3.0	47%
- CCCCCCCc1nc2sc3c(c2c(=O)n1N)CC(C)(C)OC3
→ 0%	0%	-5%	-1%	7	-4%	-0.5	3%
- CCC1(c2ccccc2)NC(=O)N(CC(=O)N(C)CC(=O)Nc2c(C)cccc2C)C1=O (stereo unspecified)
→ ?	5%	-5%	-5%	5	-13%	3.0	?
- O=C1Nc2ccccc2N=C(c2ccccc2)C1N1CCOCC1 (stereo unspecified)
→ -3%	-6%	5%	9%	0	-2%	-1.4	18%
- COc1ccc2c(c1OC)C(=O)OC2C1c2c(cc3c(c2OC)OCO3)CCN1C (stereo unspecified)
→ -13%&-8%&-15%	-14%&-4%&3%	5%	-19%&-7%&1%	4&6&-2	-19%&4%&1%	2.1&-0.2&-0.4	-20%&-4%&-37%
- CN(C(=O)c1ccoc1)c1ccc2ccccc2c1
→ 6%	-5%	4%	5%	0	-16%	2.6	1%
- O=C(Cc1ccccc1)NCc1ccccn1
→ 10%	-11%	0%	8%	0	2%	-0.1	1%
- O=C(c1cccc(Oc2ccc([N+](=O)[O-])cc2Cl)c1)N1CCCCC1
→ 12%	-21%	0%	-4%	1	1%	-0.1	3%
- O=C1c2ccccc2C(=O)C1c1ccc(O)cc1
→ 4%	-1%	-5%	-1%	9	2%	-2.4	2%
- O=C(/C=C/[C@H]1O[C@@H](n2ccc(=O)[nH]c2=O)[C@H](O)[C@@H]1O)NCc1cccc2ccccc12
→ 1%	3%	-4%	-9%	-2	6%	0.0	-5%
- C#CCOc1ccc(C2C(C#N)=C(N)Oc3cc(O)ccc32)cc1 (stereo unspecified)
→ 2%	18%	-10%	?	?	7%	-0.4	3%
- Brc1cc2c(cc1Cn1c(-c3cncs3)nc3ccccc31)OCO2
→ -2%	2%	-6%	-9%	-1	9%	0.0	-16%
- COc1cc(C(=S)N2CCOCC2)cc(OC)c1OC(=O)Cc1ccc(F)cc1
→ 15%	7.5µM*	-13%	6%	-23	9%	-2.0	21%
- CC(C)(CNS(=O)(=O)c1ccc2c(c1)OCCO2)N1CCOCC1
→ 13%	2%	-2%	-11%	10	-3%	-1.2	-41%
- COC(=O)c1sccc1NC(=O)Nc1cccc(C)c1
→ 14%	-3%	-5%	-5%	2	-35%	-0.6	-5%
- CCc1cc2c(N3CCN(C(=O)c4ccco4)CC3)ncnc2s1
→ 0%	-4%	-7%	-5%	2	-8%	-0.8	10%
- CCC1Nc2ncnc(N3CCOCC3)c2N(Cc2ccc(C)cc2)C1=O (stereo unspecified)
→ 6%	-11%	0%	-11%	-4	6%	0.6	-8%
- O=NN(CCCl)C(=O)NCC1=C[N+](=O)CC=C1
→ 7%	-12%	-3%	-5%	-1	-4%	1.2	-12%
- O=C(Nc1ccc(Cl)cc1)Nc1ccc(C(=O)N2CCOCC2)cc1
→ -7%	2%	12%	-9%	-2	7%	-1.0	16%
- O=C(CNC(=O)c1cccs1)OCC(=O)c1cccs1
→ 2%	-4%	7%	-11%	-7	2%	0.8	17%
- Nc1ccc(Nc2ccccc2)cc1
→ 6%	-20%	-15%	9%	nt	0%	-2.7	?
- CC1CCc2c(nc3nc[nH]n3c2=O)C1 (stereo unspecified)
→ -8%	-1%	-4%	-5%	-9	-2%	0.5	-33%
- COc1ccc(COC(=O)C2=C(C)NC(=O)NC2c2cc(Br)c(O)c(OC)c2)cc1 (stereo unspecified)
→ 11%	-8%	-3%	-2%	0	12%	-0.1	11%
- Cc1cnc(C(=O)N2CCN(S(=O)(=O)c3ccc4ccccc4c3)CC2)cn1
→ 0%	-5%	7%	1%	nt	11%	-0.4	28%
- COc1cc(N(C)C)ccc1[C@]1(O)C(=O)N(C)c2ccc(Br)cc21
→ 3%	-1%	-2%	-7%	0	5%	-0.8	13%

Taken from above.
COCCCn1cnc2c(c1=O)c1nc3ccccc3nc1n2-c1ccccc1 – Abeta rescue: -6%
CCC1Nc2ncnc(N3CCOCC3)c2N(Cc2ccc(C)cc2)C1=O (stereo unspecified) – PLK1 PBD inh: -11%
Cc1ccccc1-n1c(SCC(=O)c2c(N)n(C3CC3)c(=O)[nH]c2=O)nnc1N1CCOCC1 – FUS yeast rescue: 1%

Carrying on:
Every second line gives: EPAC1 ag	PLK1 PBD inh	WRN inhibitor	EPAC1 antagonist	PI5P4Ka inh	Abeta rescue	IL2 activator	FUS yeast rescue
- COC(=O)C1=C(N)Oc2cc(C)[nH]c(=O)c2C1c1ccc(Cl)cc1 (stereo unspecified)
→ 2%	24µM*	2%	7%	-17	1%	-1.4	-2%
- Cc1cccc(NC(=O)CSc2nnc(-c3ccccc3Br)o2)c1C
→ 0%	-28%	-7%	3%	15	-15%	-0.4	?
- CCOC(=O)C1CCCN(C(=O)c2cc(COc3ccc(C)nc3)on2)C1 (stereo unspecified)
→ -30%	-7%	-22%	1%	2	12%	-1.2	1%
- O=C(NC1CCCCCCC1)c1ccc(F)cc1
→ 6%	-8%	-4%	7%	-3	?	0.0	8%
- c1cc2c3c(cccc3c1)NC1(CCC3(CC1)Nc1cccc4cccc(c14)N3)N2
→ 3%	-8%	-9%	-2%	?	?	3.1	?
- CCC(Oc1ccccc1)C(=O)Nc1ccccn1 (stereo unspecified)
→ 0%	-11%	-32%	-8%	3	13%	1.0	15%
- C=CCSc1nnc(NC(=O)CSc2nnc(C)s2)s1
→ 0%	3%	-11%[57.1 µM]	-13%	8	9%	0.5	-8%
- Cc1cc(C(=O)c2ccc(C(C)(C)C)cc2)c(NC(=O)CCl)s1
→ -11%	-11%	-12%	?	18	16%	-0.5	nt
- OC(c1ccco1)c1nc(-c2ccc(F)c(Cl)c2)cs1 (stereo unspecified)
→ -17%	-3%	-4%	-27%	-1	-2%	-0.2	-5%
- C[C@H]1CN([C@@H](C)CO)C(=O)CCCn2cc(nn2)CO[C@@H]1CN(C)C(=O)Nc1ccc(N2CCN(C)CC2)cc1
→ -15%	3%	-3%	-5%	-3	9%	-1.8	-5%
- O=C(Nc1ccccc1)P(=O)(O)c1ccccc1
→ 3%	-2%	3%	-1%	2	11%	0.2	-24%
- O=C(NCCCN1CCOCC1)C(=O)c1c[nH]c2ccccc12
→ 6%	-7%	6%	24%	4	-2%	-0.2	15%
- CC(C)NC(=O)NC(=O)COC(=O)CCOc1ccccc1
→ 0%	-2%	13%	?	0	20%	0.3	14%

Bioassay records as filed in PubChem.
